Assay outcomes from PubChem BioAssay.
H9c2 TAG inh – inhibitors of triacylglycerol accumulation, primary screen, cell-based, uHTS, fluorescence, H9c2 | H9c2 cells, Nile Red lipid (TAG) fluorescence; cells loaded with 200 µM oleic acid | inhibition, % at 12.5 µM | 230,000 tested, 0.66% active | AID 651582, 2012;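 active = pattern-corrected inhibition of lipid staining of at least 50% with the nuclear-stain viability signal not falling by more than 50%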;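 note: 0% = DMSO wells and 100% = triacsin C control wells; some results filed as inactive read as strong as hits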
H9c2 TAG inh DAPI viability – further read-out of H9c2 TAG inh, marked with its call; DAPI nuclei signal change (viability), lower = more cytotoxic, %;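 whole-well DAPI fluorescence read on a plate reader as a viability signal; minus 50 percent equals half of cells still viable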
* hit, by the source's call.

SMILES	H9c2 TAG inh	H9c2 TAG inh DAPI viability
CCC1=NN(C(=O)CCc2ccc3c(c2)OCO3)C(O)(C(F)(F)F)C1 (stereo unspecified)	-7.5	-1.9
C=C1c2cccc(C(F)(F)F)c2O[C@H](C(=O)OCC)[C@H]1OC	3.1	-16.8
O=C1CN(C(=O)COc2ccc([N+](=O)[O-])cc2Cl)c2ccccc2N1	14.4	0.1
O=C(c1cc(-c2ccncc2)nc2ccccc12)N1CCN(S(=O)(=O)/C=C/c2ccccc2)CC1	-19.7	10.8
CC(C)(C)c1cc(C(=O)Nc2ccc(F)cc2)n(Cc2ccc(F)cc2)n1	22.0	-6.8
CCCCCCCCCCCC1N=C(N)NC(CCCO)=C1C(=O)OC (stereo unspecified)	41.0	-21.6
COc1ccc(Cl)cc1NC(=O)c1cccc([N+](=O)[O-])c1O	-0.6	14.5
CCOc1cc2c(C#N)c(N3CCCC3)nc(N)c2c(N)n1	-8.8	0.5
CCN1CCN(c2nc3c(c(=O)n(C)c(=O)n3C)n2CCSc2ncccn2)CC1	-3.1	4.9
CN(C)CCOC(=O)c1ccc2c(c1)S(=O)(=O)c1ccccc1C2=O	3.7	-3.1
CCOc1cc(-c2nc3ccccc3s2)ccc1O	-6.6	16.4
COc1cccc(NC(=O)C2CCCCC2)c1	5.0	-6.6
COc1ccc2ccccc2c1CNC(C)CCc1ccccc1 (stereo unspecified)	21.9	6.3
CCC(Oc1ccccc1)C(=O)Nc1ccccc1N1CCCC1 (stereo unspecified)	-15.2	1.9
Cn1c(CSc2nc3ccccc3n2C)nc2ccccc21	4.2	8.5
CCOC(=O)c1cn(C2CC2)c2c(F)c(F)c(F)cc2c1=O	2.3	-2.7
Nc1ncc2[nH]c(N)nc2n1	-1.2	9.0
Clc1ccc2c(SCC3CO3)c3ccccc3nc2c1 (stereo unspecified)	4.0	29.2
Cn1cccc1/C=N/NC(=O)Cn1cnc2ccccc21	-8.5	8.4
COc1ccc(NC(=O)CC2C(=O)N(Cc3ccccc3)C(=S)N2CCN2CCOCC2)cc1 (stereo unspecified)	20.3	-18.1
COc1ccc(CC2(CO)CCN(Cc3ccc4nsnc4c3)CC2)cc1	0.9	20.1
COc1ccc(C2=NN(CC(=O)Nc3ccccc3C)C(=O)CC2)cc1	11.1	-1.2
O=c1[nH]c2cc3c(cc2cc1CN(CCCO)Cc1nnnn1Cc1ccc(F)cc1)OCO3	5.1	1.6
Cc1cc(NC(=O)c2ccc(Cl)c([N+](=O)[O-])c2)no1	13.7	-2.8
COc1ccc(NC(=S)Nc2ccc3cn[nH]c3c2)cc1	-5.9	4.0
Nc1ccccc1OCCOCCOCCOc1ccccc1N	-19.1	4.8
Cc1ccc(C)c(OCCC(=O)Nc2cccc(S(=O)(=O)NC3=NCCCCC3)c2)c1	5.9	-14.4
O=C(NCc1ccccc1)NC(=O)c1ccccc1	-1.1	-8.8
O=C(OCc1c(Cl)cccc1Cl)c1cccnc1	1.0	-2.3
S=C1NC[C@H](c2ccccc2)N1CC1CCCCC1	-41.1	9.7

Some of the entries above in a different format:
Values run as follows: H9c2 TAG inh | H9c2 TAG inh DAPI viability
- O=C(OCc1c(Cl)cccc1Cl)c1cccnc1
  1.0 | -2.3
- O=C(NCc1ccccc1)NC(=O)c1ccccc1
  -1.1 | -8.8
- O=c1[nH]c2cc3c(cc2cc1CN(CCCO)Cc1nnnn1Cc1ccc(F)cc1)OCO3
  5.1 | 1.6
- Cc1ccc(C)c(OCCC(=O)Nc2cccc(S(=O)(=O)NC3=NCCCCC3)c2)c1
  5.9 | -14.4
- Cc1cc(NC(=O)c2ccc(Cl)c([N+](=O)[O-])c2)no1
  13.7 | -2.8
- Nc1ccccc1OCCOCCOCCOc1ccccc1N
  -19.1 | 4.8
- COc1ccc(C2=NN(CC(=O)Nc3ccccc3C)C(=O)CC2)cc1
  11.1 | -1.2

(more compounds)
SMILES	H9c2 TAG inh	H9c2 TAG inh DAPI viability
COc1ccc(C(C(=O)NC2CCCC2)N(Cc2ccccc2)C(=O)CNC(=O)c2ccco2)cc1 (stereo unspecified)	0.3	7.2
COC(=O)c1ccccc1NC(=O)CN1CCC(n2nnc3cc(C(F)(F)F)ccc32)CC1	1.3	-5.9
Nc1ccc2c(c1)C(=O)c1ccccc1-2	21.9	-12.2
CC(C)NS(=O)(=O)c1ccc(CCC(=O)N2CCOCC2)cc1	-8.3	8.7
Brc1cnc2nc(SCc3nc4ccccc4[nH]3)[nH]c2c1	4.0	6.7
O=c1c2cc(Br)ccc2[nH]c(=S)n1Cc1cccnc1	-16.1	3.2
Cc1ccccc1NC(=S)NCCC(c1ccccc1)c1ccccc1	1.2	3.8
Cc1ccc(Cn2c(SCC(=O)N/N=C/c3ccc(C)o3)nc3ccccc32)cc1	-11.2	-5.3
O=C(N1CCN(c2ccccc2)CC1)C12CC3CC(CC(C3)C1)C2	-3.6	-0.7
Cn1c(=O)n(CCCOc2ccc(Br)cc2)c2ccccc21	-17.0	8.0
Cc1ccc(S(=O)(=O)Nc2ccc(Cl)cc2C(=O)c2ccccc2)cc1	-18.3	-4.1
CN(C)CCNC(=S)NC1CCCCC1	6.6	-2.6
Cc1nc(OCc2c(C)noc2C)c2ccccc2n1	-4.6	-9.0
O=C(Nc1ccc(Nc2ccccc2)cc1)C1CC1	-9.0	-9.1
O=C(O)c1cccc(S(=O)(=O)Nc2cccc(S(=O)(=O)Nc3ccc(Br)cc3)c2)c1	10.6	-1.5
O=C(/C=C/c1ccc(Cl)cc1)NC(=S)Nc1ccccc1C(=O)O	4.5	-11.8
O=C(/C=C/c1cccc([N+](=O)[O-])c1)OCC(=O)N1CCN(C(=O)c2ccco2)CC1	1.3	7.7
CC1(C)CC(N2CCC(=O)NC2=S)CC(C)(C)N1	6.3	0.8
Cc1cc(C)c2c(c1)SC1=NC(c3ccccc3)(C(F)(F)F)NC(=O)N12 (stereo unspecified)	-13.4	-2.2
Cc1ccc(N2CC(=O)N(NC(=O)Nc3ccc(Cl)c(Cl)c3)CC2=O)cc1	1.4	-0.1
CCCCN(CC)S(=O)(=O)c1ccc(C(=O)Nc2nnc(CSC)o2)cc1	-8.3	2.5
CC(C)CSC1=NSC2=NC(=O)/C(=C\c3coc4ccccc4c3=O)C(=N)N12	-3.0	3.6
CC(C)=CC(=O)Nc1ccc(S(=O)(=O)Nc2onc(C)c2C)cc1	1.4	-2.3
O=c1[nH][nH]cc1C=Nc1ccc(Cl)cc1Cl	5.7	0.0
O=C(O)C1C2CCC(C2)C1C(=O)Nc1ccccc1 (stereo unspecified)	0.1	12.5
CCN(CC(=O)NCc1ccc(F)cc1)Cc1cc(=O)n2ccsc2n1	-6.2	2.5
C#CCOCCOCCOCCNc1nc(N2CCN(C(=O)[C@H](C(C)C)n3cc(CCO)nn3)CC2)nc(N2CCN(C(=O)[C@H](Cc3ccc(O)cc3)n3cc(CCO)nn3)CC2)n1	-1.1	8.2
Cc1cc(Cl)ccc1OCC(=O)Nc1cccc(S(=O)(=O)NC2=NCCCCC2)c1	5.9	-1.3
O=C(CSc1cccc[n+]1[O-])Nc1cc([N+](=O)[O-])ccc1Cl	-1.0	-2.5
Cc1ccc(-c2cnc3c(Cl)c(C)nn3c2)cc1	16.5	-6.8
CC(C)NC(=O)C1(C)CCN1Cc1cccc(C#N)c1 (stereo unspecified)	-3.3	-9.1
Cn1c(=O)c2c(SCC(=O)Nc3ccccc3F)nc(-c3ccccc3F)nc2n(C)c1=O	34.1	-23.8
CN(C)S(=O)(=O)c1ccc(N2CCCC2)c(C(=O)NC2(C)CCS(=O)(=O)C2)c1 (stereo unspecified)	0.8	-10.7
O=C(CSc1nnc2ccccn12)c1ccc(OC(F)F)cc1OC(F)F	-2.9	16.3
CCCCN1CC(=O)N2[C@H](c3ccc(OC)cc3)[C@@H]3C(=O)N(CC)C(=O)[C@@H]3[C@]2(Cc2ccccc2)C1=O	1.5	-8.7
CC(OC(=O)c1cccc(S(=O)(=O)Nc2ccccc2F)c1)C(=O)NCc1ccc2c(c1)OCO2 (stereo unspecified)	-11.5	7.2
O=C1CCC(O)CCN1CCSc1ccccc1 (stereo unspecified)	2.8	-0.8
CCCC1(CCC)NC(=O)N(CC(=O)Nc2ccc(Cl)c(S(=O)(=O)N3CCOCC3)c2)C1=O	4.5	2.9
O=S(=O)(CCc1ccccc1)CS(=O)(=O)CCc1ccccc1	10.0	-1.7
Cc1nc2nc(SCC(=O)N3CCOCC3)nn2c(C)c1Cc1ccccc1	9.4	-7.6
CC(C)Cn1c(N)c(C(=O)COC(=O)CCc2nc3ccccc3c(=O)[nH]2)c(=O)n(C)c1=O	-7.1	-2.7
COc1ccc(NC(=O)C(=O)NCCN2CCN(C(=O)c3cccc(Br)c3)CC2)cc1	9.9	-4.4
O=C(NNC(=O)C1CCCCC1)c1ccco1	-0.8	4.3
Cc1cc([N+](=O)[O-])nn1CC(=O)N1CCN(Cc2ccccc2)CC1	12.2	-3.0
Cc1ccc2nc(NC3=NC4(CCCC4)C4=C(CCCC4=O)N3)oc2c1	29.9	23.8
CCn1cc(C(=O)N2CCN(c3ccc(OC)cc3)CC2)c2cc(OC)c(OC)cc2c1=O	3.4	-3.7
CC(CN1CCCCC1)OC(=O)c1cccc(F)c1 (stereo unspecified)	0.1	1.3
O=C(C1CCCCC1)N1CCC2CC1c1cc(Cl)ccc12 (stereo unspecified)	-18.0	0.0
O=C(COc1ccccc1F)Nc1nnc(-c2ccncc2)s1	2.1	-25.0
CCOC(=O)N1CCc2c(sc(NC(=O)C3=COCCO3)c2C(N)=O)C1	10.2	-7.6
The list goes on.
SMILES	H9c2 TAG inh	H9c2 TAG inh DAPI viability
CCOc1ncccc1C(=O)OCC(=O)c1c[nH]c2ccccc12	-12.9	2.3
COc1ccc(-c2ccccc2)cc1NC(=O)[C@@H]1O[C@H](CO)[C@@H](O)[C@H]1O	-7.8	4.1
COc1cccc(-c2nc(N3CCN(C)CC3)c3ccccc3n2)c1O	26.6	-6.9
COC(=O)C1=C(N)Oc2cc(C)n(Cc3cccnc3)c(=O)c2C1c1ccccc1OC (stereo unspecified)	8.3	-6.2
C[C@@H](O)Cc1cn(CC(=O)NCCCCCCCCCCC(=O)N2CCNCC2)nn1	3.7	10.1
COc1ccc(-c2csc(C(C)(O)c3ccc(F)c(F)c3)n2)cn1 (stereo unspecified)	3.9	1.2
COc1cc(NC(=O)CSc2nc(=O)n(CCCN3CCOCC3)c3c2CCC3)cc(OC)c1	10.5	-0.4
CC1CC(NC(=O)Cc2ccc(Br)cc2)CC(C)(C)C1 (stereo unspecified)	22.4	-13.0
C[C@H](CO)N1C[C@H](C)[C@H](CN(C)Cc2ccncc2)Oc2ncc(Br)cc2C1=O	7.8	-5.6
Cc1cc(C)cc(CC(=O)N2CCC2(C)C(=O)NS(=O)(=O)c2ccc(C(C)(C)C)cc2)c1 (stereo unspecified)	18.0	-8.1
CNC(=O)c1ccccc1NC(=O)c1ccc(C)c(S(=O)(=O)N2CCCCC2)c1	11.6	0.3
C#CCOCCOCCOCCNc1nc(N2CCN(C(=O)CCCCCCCCCCNC(=O)[C@H](CCCCN)n3cc(CCCC(=O)O)nn3)CC2)nc(N2CCN(C(=O)CCCCCCCCCCNC(=O)[C@H](CCCN=C(N)N)n3cc(C[C@@H](C)CC)nn3)CC2)n1	-18.2	11.5
CCN(Cc1nc2ccccc2c(=O)[nH]1)Cc1cc(=O)oc2cc(OC)ccc12	-5.2	2.1
O=C(COC(=O)C1CCN(S(=O)(=O)c2ccc3c(c2)OCCO3)CC1)NC1CCCCC1	-5.0	-6.9
Cn1c(C(=O)NCCN2CCN(Cc3ccccc3)CC2)cc2c(=O)n(C)c3ccccc3c21	-7.2	5.2
C/C(CC(=O)Nc1cccc(F)c1)=N\NC(=O)C(=O)NC1CCCCC1	7.9	2.1
CC(C)C(C)NC(=O)COC(=O)C1CCN(S(=O)(=O)c2ccc3c(c2)OCCO3)CC1 (stereo unspecified)	-8.9	4.6
CC1=C(C(=O)Nc2ccccc2C)C(c2cccnc2)n2nc(CCCO)nc2N1 (stereo unspecified)	-10.8	3.1
COc1ccc(-c2cnc3c(NC(C)=O)cc(-c4ccc(C(=O)N5CCOCC5)cc4)cn23)cc1OC	1.9	8.2
CCc1noc(C)c1C(=O)Nc1cc(S(=O)(=O)N2CCOCC2)ccc1OCC(F)(F)F	13.1	1.6

Overlap with the part before: 4 entries, followed by the next part.
SMILES	H9c2 TAG inh	H9c2 TAG inh DAPI viability
CC(C)C(C)NC(=O)COC(=O)C1CCN(S(=O)(=O)c2ccc3c(c2)OCCO3)CC1 (stereo unspecified)	-8.9	4.6
CC1=C(C(=O)Nc2ccccc2C)C(c2cccnc2)n2nc(CCCO)nc2N1 (stereo unspecified)	-10.8	3.1
COc1ccc(-c2cnc3c(NC(C)=O)cc(-c4ccc(C(=O)N5CCOCC5)cc4)cn23)cc1OC	1.9	8.2
CCc1noc(C)c1C(=O)Nc1cc(S(=O)(=O)N2CCOCC2)ccc1OCC(F)(F)F	13.1	1.6
COc1ccccc1N1CCN(CCC(=O)Nc2cccc(F)c2)CC1	7.7	5.5
CCOc1ccc(C(=O)Nc2cccc(-c3ccc4nncn4n3)c2)cc1	-17.8	18.7
COC(=O)C(NC(=O)CCC(=O)N[C@@H](C(=O)OC)c1ccccc1)c1ccccc1 (stereo partly specified)	5.8	-1.2
COc1cccc(C2CC(C(F)(F)F)n3ncc(C(=O)Nc4c(C)n(C)n(-c5ccccc5)c4=O)c3N2)c1 (stereo unspecified)	-4.2	-9.6
COC(=O)c1cccc(NC(=O)CCSc2ccc(Cl)cc2)c1C	-12.5	-5.6
COc1cc2c(cc1OC)CN(Cc1cc(OC)c(O)c(OC)c1)CC2	-6.4	-1.1
Cc1ccc(CNC(=O)c2cc3c(C)nc4ccccc4c3o2)cc1	-16.2	5.2
CCCCN(C)CCNC(=O)c1ccc2c(c1)NC(=O)C(N1CCCCC1)S2 (stereo unspecified)	6.6	8.8

The list is partial; count on the stated rates, not on these rows.
